KCNQ2 inh: KCNQ2 channel blockers in CHO-K1 cells – cell-based, FluxOR thallium flux, B-score, primary screen (AID 2156) | 310,000 tested, 1.1% active | O88943 | 20 min; stronger effect = lower value | B-score at 10 µM;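 active means fluorescence ratio B-score at most minus 3 library SDs, with starting brightness B-score within 2 library SDs, cut at about -5.5 in these data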
OX1R FRET antag: antagonists of human orexin 1 receptor (OX1R) | O43613 | OX1R-expressing cells, FRET antagonist read-out | inhibition, % at 6.6 µM | 330,000 tested, 1.8% active; in the data active means inhibition mostly above about 38%, no sharp cut-off; inactive means mostly below about 40%;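 further: 0% = agonist challenge alone and 100% = reference antagonist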
Target sequence (O43613 whole entry, looked up): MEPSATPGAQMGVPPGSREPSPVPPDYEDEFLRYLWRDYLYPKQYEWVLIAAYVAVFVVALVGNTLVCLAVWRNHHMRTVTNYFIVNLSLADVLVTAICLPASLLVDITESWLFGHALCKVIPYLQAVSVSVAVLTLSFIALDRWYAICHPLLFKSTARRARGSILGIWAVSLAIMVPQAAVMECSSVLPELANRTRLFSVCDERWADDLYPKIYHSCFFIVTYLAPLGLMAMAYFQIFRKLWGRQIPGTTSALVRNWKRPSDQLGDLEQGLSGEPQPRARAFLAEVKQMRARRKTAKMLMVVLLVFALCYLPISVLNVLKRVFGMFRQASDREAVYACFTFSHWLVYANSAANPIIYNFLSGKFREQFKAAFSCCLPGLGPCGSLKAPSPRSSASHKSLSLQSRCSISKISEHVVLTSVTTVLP
STK33 inh: human STK33 kinase inhibition | Q9BYT3 | inhibition, % at 10 µM | AID 2661 | purified STK33, MBP phosphorylation, ADP-Glo luminescence | 320,000 tested, 0.073% active;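 active means inhibition at or above 25%, using the most active replicate where run in duplicate; inactive means inhibition below 25%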
Target sequence (Q9BYT3 whole entry, looked up): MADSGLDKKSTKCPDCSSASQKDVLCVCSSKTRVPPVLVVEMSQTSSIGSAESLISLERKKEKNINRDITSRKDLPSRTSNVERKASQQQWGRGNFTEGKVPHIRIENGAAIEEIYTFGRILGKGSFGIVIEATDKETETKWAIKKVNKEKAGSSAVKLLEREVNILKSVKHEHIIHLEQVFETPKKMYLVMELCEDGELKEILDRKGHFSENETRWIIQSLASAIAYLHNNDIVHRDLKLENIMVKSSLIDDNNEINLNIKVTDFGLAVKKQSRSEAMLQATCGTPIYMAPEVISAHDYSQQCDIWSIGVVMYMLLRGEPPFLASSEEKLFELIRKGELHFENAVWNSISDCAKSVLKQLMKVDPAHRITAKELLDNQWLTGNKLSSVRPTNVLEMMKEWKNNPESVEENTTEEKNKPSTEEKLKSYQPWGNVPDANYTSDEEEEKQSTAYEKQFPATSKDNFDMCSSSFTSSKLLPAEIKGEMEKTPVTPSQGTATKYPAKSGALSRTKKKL
Active calls of the source: *; i = inactive; / = not tested or not shown. Not a hit list; overall some 2.7% were active at least once.

mol,KCNQ2 inh,OX1R FRET antag,STK33 inh
COc1cc(C(=O)Oc2cc(C)cc(C)c2)cc(OC)c1OC,i,21,-2.1
COc1ccc(NC(=O)CSc2nc(N)cc(N)n2)cc1S(=O)(=O)N1CCCCC1,/,0,0.2
COc1ccc(N2CCN(CCCNC(=O)CN3C(=O)COc4ccccc43)CC2)cc1,i,12,-1.9
COc1cccc(NC(=O)COc2ccc(Br)c(C)c2)c1,i,7,0.5
CC(NCCc1ccc(O)cc1)C(O)c1ccc(O)cc1 (stereo not given),i,16,-2.3
COc1ccccc1CNC(=O)C1CCC(CNc2c(N3CCCCC3)c(=O)c2=O)CC1 (stereo not given),i,8,1.4
CCCc1ccc(OCC(O)CN2CCc3ccccc3C2)cc1 (stereo not given),i,2,0.2
O=C(CCC1CCN(Cc2ccc(C#CCCO)cc2)CC1)NC1CC1,i,3,-0.2
Cc1c(NS(=O)(=O)c2cc(C(=O)N(C)Cc3ccccc3)ccc2Cl)c(=O)n(-c2ccccc2)n1C,/,10,-0.4
CCc1cc(=O)oc2c3c(cc(OCC(=O)NCCC(=O)O)c12)OC(C)(C)CC3,i,-7,-0.7
CCn1c(SCC(=O)Nc2ccc3c(c2)OCCO3)nnc1-c1ccccn1,i,7,0.6
O=C(CNS(=O)(=O)c1ccccc1)OCC(=O)c1ccccc1Cl,i,17,-0.4
Cc1c(NC(=O)c2csc3c2CCCC3)c(=O)n(-c2ccccc2)n1C,i,4,-2.5
Cn1c(/C=C/c2ccc([N+](=O)[O-])o2)nc2ccccc2c1=O,i,59,11
Cc1ccc2c(CC(=O)NNC(=O)c3ccncc3)coc2c1,i,10,-0.5
CCc1cccc(Nc2c3c(nc4ncnn24)CCC3)c1,i,11,0.2
COc1cccc(COC(=O)Cc2ccc(S(=O)(=O)N3CCOCC3)s2)c1OC,/,0,-1.0
CC(=O)c1ccc(NC(=O)C(C)Nc2ccc(Cl)cc2)cc1 (stereo not given),i,11,-0.8
CSc1nc(C)c(CCOC(=O)c2ccccc2)c(=O)[nH]1,i,3,2.5
O=C(O)/C=C/C(=O)Nc1ccc(N2CCOCC2)nc1N1CCOCC1,i,15,-3.0

mol,KCNQ2 inh,OX1R FRET antag,STK33 inh
CC1(C)C[C@H](O)[C@]2(CO)CC[C@]3(C)C(=CCC4[C@@]5(C)CC[C@H](O)C(C)(C)C5CC[C@]43C)[C@@H]2C1 (stereo not given in full),/,15,-0.4
Cn1c(C(=O)NN)cc2cc(Oc3ccccc3)ccc21,i,-7,-1.4
CCOc1ccc2nc(/N=C/c3c(C)[nH]n(-c4ccccc4)c3=O)sc2c1,i,1,-0.2
Oc1ccc(/C=N/Nc2ccnc3cc(Cl)ccc23)c(O)c1,i,12,11
O=C(Cc1ccc([N+](=O)[O-])cc1)NC(C(=O)O)C(O)c1cccc([N+](=O)[O-])c1 (stereo not given),i,11,-1.4
Cc1cc(OCCCCN2C(=O)NC(C)(C)C2=O)cc(C)c1Cl,i,14,-1.0
Cc1nn(-c2cc(N3CCCCC3)ccc2N)c(=O)c2ccccc12,i,6,-1.8
O=C(O)CN1c2cccc3cccc(c23)S1(=O)=O,i,17,-1.3
O=C(c1ccc(NS(=O)(=O)c2cccc([N+](=O)[O-])c2)cc1)N1CCCCCC1,i,24,-1.7
Cc1ccc2oc(-c3ccc(C)c(NC(=O)Cc4cccs4)c3)nc2c1,i,21,-1.2
O=C(N/C(=C\c1ccccc1)C(=O)N1CCOCC1)c1ccccc1Cl,i,11,-0.8
Cc1ccc(CNC(=O)C2CC(=O)N(C3CCCCCC3)C2)cc1 (stereo not given),i,3,-0.9
c1cnc(N2CCN(c3nc4ccccc4n4cnnc34)CC2)nc1,i,15,-1.3
COc1cccc(NC(=O)N(Cc2ccco2)C(C)c2cccs2)c1 (stereo not given),i,11,1.5
Cc1cc(C)n(CC(C)NCc2cn[nH]c2-c2ccc(C)c(C)c2)n1 (stereo not given),i,6,-0.5
CS(=O)(=O)N(CC(=O)NCc1ccco1)Cc1ccc(Cl)cc1,i,9,1.7
O=C1C=C(N2CCOCC2)c2ccccc2C1=O,i,64*,4.5
Cc1cc(=O)[nH]c(SCC(=O)c2ccccc2)c1C#N,i,36,1.9
O=C(CCn1[nH]c(=O)c2ccccc2c1=O)OC1CCCCC1,i,2,-1.9
CCNc1nc(N)nc(Oc2ccc(C(=O)OC)cc2)n1,i,7,2.1

mol,KCNQ2 inh,OX1R FRET antag,STK33 inh
CCc1nnc(NC(=O)CCC(=O)N2CCN(Cc3ccccc3)CC2)s1,i,11,-1.5
COC(=O)c1ccc(CO/N=C/c2ccccc2OC)cc1,i,-12,-0.5
OCC[C@@H]1C[C@@H](O)[C@H](O)[C@]2(OCCc3ccccc32)O1,i,12,-0.5
Cc1nc(-c2ccc(NC(=O)CC(C)C)cc2)cs1,i,7,-0.4
C=CCOC(=O)/C(=C\c1ccccc1)NC(=O)c1ccco1,i,8,1.2
O=C(CN(CC1CCCO1)C(=O)CNS(=O)(=O)c1ccc(Cl)cc1)NC1CCCC1 (stereo not given),i,17,-0.7
Cc1nn(-c2ccc(C(=O)O)cc2)c(C)c1Cl,i,9,0.8
Cc1[nH]c(C)c(S(=O)(=O)NCc2ccc(F)cc2)c1C(=O)N1CCCCC1,i,0,0.1
CC(C)CC(CO)N1CCN(C(=O)c2cccc(Cl)c2)CCC1=O (stereo not given),i,7,-0.1
N#Cc1c(N)nc2c(c1N)CC(CO)O2 (stereo not given),i,-1,1.4
COc1cc(OC)cc(C(=O)Nn2cc(C(=O)Nc3ccccc3F)c3ccccc3c2=O)c1,-7.1*,26,-1.8
CCOC(=O)c1sc(NC(=O)C2CCCCC2)nc1C,i,11,-1.1
CC(C)(O)C#CC#CCN1CCOCC1,i,9,0.3
CCCCCCCOc1ccc(OC(=O)c2ccncc2)cc1,i,11,-1.9
O=C(c1ccc2c(c1)OCO2)N1CCc2ccccc2C1,i,6,-0.5
O=C(Cn1nc(Cc2cccnc2)c2ccccc2c1=O)NCCCN1CCCC1=O,i,9,-2.0
O=C(O)c1cc([N+](=O)[O-])ccc1C(=O)Nc1cccc([N+](=O)[O-])c1,i,21,0.0
COCCCn1c(SCC(=O)N2CCCC(C)C2)nnc1-c1ccco1 (stereo not given),i,-4,1.0
O=C(Nc1ccc(C(F)(F)F)cc1)c1cccc(-n2cnnn2)c1,/,17,3.9
CCN(CC)C(=O)Cn1cc(S(=O)(=O)CC(=O)NCc2ccc3c(c2)OCO3)c2ccccc21,i,8,0.1

Reformatted: two of the compounds above
KCNQ2 inh | OX1R FRET antag | STK33 inh | SMILES
i | -4 | 1.0 | COCCCn1c(SCC(=O)N2CCCC(C)C2)nnc1-c1ccco1 (stereo not given)
/ | 17 | 3.9 | O=C(Nc1ccc(C(F)(F)F)cc1)c1cccc(-n2cnnn2)c1

Sorted by length of the SMILES (descending): some entries from above
mol,KCNQ2 inh,OX1R FRET antag,STK33 inh
COc1ccc(NC(=O)CSc2nc(N)cc(N)n2)cc1S(=O)(=O)N1CCCCC1,/,0,0.2
OCC[C@@H]1C[C@@H](O)[C@H](O)[C@]2(OCCc3ccccc32)O1,i,12,-0.5
O=C(Cn1nc(Cc2cccnc2)c2ccccc2c1=O)NCCCN1CCCC1=O,i,9,-2.0

Going on with the list:
mol,KCNQ2 inh,OX1R FRET antag,STK33 inh
Cc1ccc(CNC(=O)Cc2cn(C)c3ccccc23)cc1,i,13,2.5
O=C(NCc1ccccc1)C1CCC(=O)N(CCN2CCOCC2)C1 (stereo not given),i,11,-0.4
COc1cc(C(=S)N(C)C)ccc1O,i,7,-1.4
O=C(CSc1nc2[nH]ncc2c(=O)n1-c1ccc(Cl)c(Cl)c1)NCc1ccccc1Cl,i,11,-0.9
COCCn1cc(C(=O)N2CCCC(C)C2)c2c3ccccc3n(C)c2c1=O (stereo not given),-6.6*,24,-0.8
O=c1c2ccccc2ncn1Cc1nc2ccccc2s1,i,4,-0.6
CCOC(=O)CC1C(=O)NCCN1c1nc2ccc(C)cn2c(=O)c1/C=C1\SC(=S)N(C(C)CC)C1=O (stereo not given),-7.7*,0,-0.1
Cc1cc(C)c2cc(C(c3nnnn3C3CCCC3)N3CCOCC3)c(=O)[nH]c2c1 (stereo not given),-6*,11,-1.1
CN(Cc1ccccc1)C(=O)CN(c1ccccc1Cl)S(C)(=O)=O,i,8,-1.2
COc1ccc(NS(=O)(=O)c2ccc3ccccc3c2)c2ncccc12,i,15,-1.0
CC(OC(=O)C1CCCC1)C(=O)Nc1ccc(S(N)(=O)=O)cc1 (stereo not given),i,0,-1.7
COc1cc(NC(=S)NN2CCN(C)CC2)cc(OC)c1,i,5,4.8
O=C(NCCO)c1c(O)c2cccc3c2n(c1=O)CC3,i,19,-0.2
COC(=O)c1ccc(C23CC4(C2)[C@H](CN(CC2CCCCC2)[C@@H]4c2ccccc2)C3c2ccc(Cl)nc2)cc1 (stereo not given in full),i,32,0.9
Cc1ccc2oc(=O)c3cc(C(=O)NCCCN4C(C)CCCC4C)sc3c2c1 (stereo not given),i,16,-0.6
CC1CC(C)CN(S(=O)(=O)c2ccc(Cl)cc2)C1 (stereo not given),i,7,-1.5
COc1ccc(NC(=O)COc2ncnc3ccccc23)cc1S(=O)(=O)N1CCOCC1,i,16,-0.9
C=CCOc1ccc(CN(C)Cc2nc3cc(C(F)(F)F)ccc3c(=O)[nH]2)cc1,i,16,1.4
CCOc1ccc(-n2nnc3c(=O)n(CC(=O)Nc4cc(C)on4)cnc32)cc1,i,2,-0.5
CCNc1nn2ccccc2c1/C=C(\C#N)C(=O)OCC,i,16,1.2

mol,KCNQ2 inh,OX1R FRET antag,STK33 inh
CCS(=O)(=O)n1nc(-c2ccc(C)cc2)nc1N,i,0,-1.8
COC(=O)c1[nH]c2ccccc2c1NC(=O)C(C)N1CCOCC1 (stereo not given),i,12,-1.1
CC(=O)Nc1cccc(NC(=O)CSc2nnnn2Cc2ccccc2)c1,i,18,0.4
CCCCN(CC(=O)NC1CC1)S(=O)(=O)c1ccc(OCC)cc1,/,-3,-0.8
Cc1c(C=O)c2ccccn2c1C(=O)c1ccc(Cl)c([N+](=O)[O-])c1,i,20,-0.9
CCOC(=O)c1nn(-c2ccc3c(c2)CCN3C(C)=O)cc1O,i,36,0.8
Cn1cc(CN(CCO)Cc2cccs2)c(-c2ccccc2F)n1,i,4,-1.6
CN(C)CCNC(=O)c1ccc(CS(=O)(=O)c2ccc(Br)cc2)o1,i,14,0.1
OCCNCCO,i,9,0.9
Cn1c(/C(C#N)=C(\O)c2ccc([N+](=O)[O-])s2)nc2ccccc21,i,-4,-0.2
Cc1nc(N2CCN(Cc3ccccc3)CC2)nc2c1CCC2,i,3,0.1
Cc1nc(Nc2ccc(Cl)cc2)c2nnn(Cc3ccccc3)c2n1,i,26,-2.4
O=C(COC(=O)/C=C/c1cccc(Br)c1)NCc1cccs1,/,-1,1.1
COc1ccc2[nH]c(C(=O)N3CCC(Cc4ccccc4)CC3)cc2c1,i,7,-2.2
CCOc1ccc(-c2n[nH]c(C(=O)NN)c2C)cc1,i,12,0.4
O=C(Nc1ccccc1C(=O)N1CCCCC1)c1ccco1,i,12,-0.6
O=C(O)c1ccc(Cn2cc(Cl)cn2)cc1,i,18,-0.2
O=C(CN1C(=O)NC2(CCCCCCC2)C1=O)Nc1ccc(Cl)cc1,/,13,0.0
CC(C)Oc1cccc(C(=O)C2CCCN(C(=O)c3cc(C4CC4)[nH]n3)C2)c1 (stereo not given),i,2,-2.2
O=C(c1cc([N+](=O)[O-])ccc1N1CCCCC1)N1CCCC1,i,27,0.2

Two compounds from above with just OX1R FRET antag:
Compound	OX1R FRET antag
Cn1c(/C(C#N)=C(\O)c2ccc([N+](=O)[O-])s2)nc2ccccc21	-4
Cc1nc(N2CCN(Cc3ccccc3)CC2)nc2c1CCC2	3

Next records
mol,KCNQ2 inh,OX1R FRET antag,STK33 inh
O=C1CSC(c2cccc([N+](=O)[O-])c2)N1C1CC2CCC1C2 (stereo not given),i,31,-0.1
O=Cc1ccc(OCC(=O)Nc2ccccc2-c2ccccc2)cc1,i,24,-1.1
CC(/C=N/n1c(-c2ccccc2)n[nH]c1=S)=C\c1ccco1,i,7,-1.1
COc1ccc(CCC(=O)NCc2ccccc2Cl)cc1OC,i,8,-0.5
COc1cccc(N2CCN(C3CC(=O)N(c4ccc(Cl)c(Cl)c4)C3=O)CC2)c1 (stereo not given),i,14,7.3
Cc1ccc(-n2nc3c4c(cccc4c2=O)-c2ccccc2-3)cc1,i,4,0.6
CCCN=C1N/C(=C\c2ccco2)C(=O)N1c1ccccc1,i,35,0.1

Entries above marked active in OX1R FRET antag:
mol,KCNQ2 inh,OX1R FRET antag,STK33 inh
O=C1C=C(N2CCOCC2)c2ccccc2C1=O,i,64*,4.5
